RMI FANCM FP – disruptors of RMI1/RMI2 association with MM2 peptide – biochemical, fluorescence polarization, human, primary screen. RMI core complex (RMI1/RMI2) binding to FANCM MM2 peptide, human. RMI core complex with F-MM2 peptide; stronger effect = lower value. FP signal (polarization) at 33 µM. actives 0.58% (n = 70,000); in the data active = FP signal below about 40; also: inactives centre near 61; strong numbers were not always called active; unit not given here
* marks the source's active call; other numbers are inactive results; & = joins results of further samples.

RMI FANCM FP	SMILES
72	CC(=O)N(CCN(C)C)c1nc2cc3c(cc2s1)OCCO3
53	S=c1[nH]c(=S)c2cnc(N3CCc4ccccc43)nc2[nH]1
74	O=C(CNS(=O)(=O)c1cccs1)N1CCOC(c2ccccc2)C1 (configuration not stated)
47	CCOC(=O)c1nc(-c2ccccc2)sc1-c1ccnn1C(=O)NC(C)C
-11*	COc1ccc(N=Nc2cc(C)c3cc(C(C)C)ccc(C)c2-3)cc1
61	Cc1cccc(C)c1NC(=O)c1cnc(NC(C)C)cc1C(F)(F)F
54&53	O=[N+]([O-])c1ccc(CS(=O)(=O)c2ccco2)cc1
51	CSCCC(NC(=O)c1ccc(/C=C2/SC(=S)N(C)C2=O)cc1)C(=O)O (configuration not stated)
54	CCOC(=O)COc1ccccc1C#N
69	CCCN1C(=O)C(C)(C)COc2ccc(NC(=O)Cc3ccc(OC)cc3)cc21
54	Cc1cc(C(=O)N(CCCN2CCOCC2)c2nc3c(Cl)cccc3s2)no1
60	O=C(Nc1ccc(-c2nc3ccccc3o2)cc1)C1CCN(S(=O)(=O)c2cccs2)CC1
65	CC(=O)Nc1ccc(SCC(=O)Nc2cccc(C)c2C)nn1
62	O=C(CSc1nnc(Cc2ccccc2)o1)Nc1nc(-c2ccccc2)cs1
67	Cc1nnc2ccc(OCCNS(=O)(=O)c3cc(F)ccc3F)nn12
72	Cc1ccc(C(=O)Nc2nnc(-c3cc(C)n(C)n3)o2)cc1C
56	CO/N=C1/CC(c2ccccc2)Oc2ccccc21 (configuration not stated)
55&63	O=S(=O)(c1ccc(Cl)cc1)N1CCN(Cc2ccccc2)CC1
61	CCOc1ccc2nc(S/C=C/C(=O)c3ccc(Br)cc3)sc2c1
75	COc1ccc2nc(-c3ccc(Cl)c(NC(=O)COc4ccccc4)c3)cn2n1

In the list so far, these contain an aryl thioether with sulfur outside any ring.
RMI FANCM FP	SMILES
65	CC(=O)Nc1ccc(SCC(=O)Nc2cccc(C)c2C)nn1
62	O=C(CSc1nnc(Cc2ccccc2)o1)Nc1nc(-c2ccccc2)cs1
61	CCOc1ccc2nc(S/C=C/C(=O)c3ccc(Br)cc3)sc2c1

Nothing new here: entries from further up.
RMI FANCM FP	SMILES
61	Cc1cccc(C)c1NC(=O)c1cnc(NC(C)C)cc1C(F)(F)F
54&53	O=[N+]([O-])c1ccc(CS(=O)(=O)c2ccco2)cc1
51	CSCCC(NC(=O)c1ccc(/C=C2/SC(=S)N(C)C2=O)cc1)C(=O)O (configuration not stated)
54	CCOC(=O)COc1ccccc1C#N
69	CCCN1C(=O)C(C)(C)COc2ccc(NC(=O)Cc3ccc(OC)cc3)cc21

New compounds follow.
RMI FANCM FP	SMILES
60	CCOC(=O)N1CCN(S(=O)(=O)c2ccc(C(=O)Nc3nnc(-c4ccccc4Cl)o3)cc2)CC1
61	COC(=O)NC(=O)c1c(NC(=O)c2ccc(Br)s2)sc(C)c1C
61	O=c1oc2ccccc2n1Cc1ccccc1OCc1ccccc1
56	O=S(=O)(Cc1nc(-c2ccsc2)no1)c1ccc(Cl)cc1
56	O=C(c1ccccc1)N(c1ccccc1)n1c(-c2cccc([N+](=O)[O-])c2)csc1=S
53	CCOC(=O)c1cc(/C(N)=N\O)c(C)nc1C(F)(F)F
58	C(=C\c1ccncc1)/c1ccccc1
54	Cc1nc(C)c(C(=O)Nc2ccc(C)c(F)c2)o1
75	CCc1nc(SCC(=O)NCC2CCCO2)c2c3c(sc2n1)CCC3 (configuration not stated)
66	COC(CNc1ccc2nnc(CCNC(=O)c3ccccc3)n2n1)OC
66	O=c1[nH]c(=S)c2c(n1Cc1ccccc1)CCCC2
62	COc1ccc(NC(=O)c2sccc2S(=O)(=O)N(C)c2ccc(F)cc2)cc1Cl
59	CCCC(=O)N=c1sc2cc(Cl)cc(C)c2n1C
58	COc1cccc(C(=O)Nc2c(C)nc3c(C)cccn3c2=O)c1
62	C=CCN(CC=C)S(=O)(=O)c1ccc2nc(NS(=O)(=O)c3ccc(OC)cc3)sc2c1
55	O=c1oc2cc(Cl)ccc2n1CN1CCOCC1
53	COC(=O)C1=CC=C(c2ccc(OC)cc2)SC1
57	CCN(CC)CCSc1ccc(-c2ccccc2OC)nn1
51	O=S(=O)(Oc1cccnc1)c1c(Cl)sc(Cl)c1Br
59&55	OC1CN(C(c2ccccc2)c2ccccc2)C1

3 compounds out of the list above, arranged by the value under RMI FANCM FP, high to low:
RMI FANCM FP	SMILES
72	Cc1ccc(C(=O)Nc2nnc(-c3cc(C)n(C)n3)o2)cc1C
69	CCCN1C(=O)C(C)(C)COc2ccc(NC(=O)Cc3ccc(OC)cc3)cc21
53	COC(=O)C1=CC=C(c2ccc(OC)cc2)SC1

(list continues)
RMI FANCM FP	SMILES
59	COc1ccccc1N1CCN(S(=O)(=O)/C=C/c2ccccc2)CC1
61	Cc1ccc2nc(-c3ccncc3)cc(-c3ccccc3)c2c1
61	Cc1cc(C)c2c(n1)nn1c(Cl)cc(C)nc21
66	Cc1ccc(CNC(=O)CC2Nc3ccccc3NC2=O)cc1 (configuration not stated)
58	N/C(=N/O)c1nccnc1Oc1cccc(C(F)(F)F)c1
55	O=C(Nc1ncnc2c1CCC2)C1COc2ccccc2O1 (configuration not stated)
80	O=C(NC(=C(Cl)Cl)[P+](c1ccccc1)(c1ccccc1)c1ccccc1)c1ccccc1
40	O=C1NC(=Nc2ccccc2O)CS1
61	CC(=O)NC(NC(=S)Nc1ccccc1N1C(=O)c2ccccc2C1=O)C(Cl)(Cl)Cl (configuration not stated)
91	O=C(CS(=O)(=O)Cc1ccccc1)N(Cc1ccco1)c1nc2ccc(F)cc2s1
59	FC(F)(F)c1ccc(CSc2ncnc3ccccc23)cc1
70	CCOc1ccc(-c2ccc(N3CCN(C(=O)c4ccc(Cl)nc4)CC3)nn2)cc1
63	O=C(CC1NCCNC1=O)Nc1ccccc1[N+](=O)[O-] (configuration not stated)
65	COc1ccc(S(=O)(=O)NCCN2CCN(c3ccccc3F)CC2)cc1F
75	O=C(O)C1CCCN1S(=O)(=O)c1cccc(C(F)(F)F)c1 (configuration not stated)
62	CC1=CC(=C2C(=O)c3ccccc3C2=O)C=C(C)N1CCN1CCOCC1
66	CCOc1ccc(-c2ccc(N3CCN(C(=O)C(F)(F)F)CC3)nn2)cc1
74	Cc1cccc(NC(=O)NCC(c2ccsc2)N2CCN(C)CC2)c1 (configuration not stated)
68	C=CCN1C(=O)C(C)(C)COc2ccc(NC(=O)COc3cccc(OC)c3)cc21
70	C=CCOCC(O)CN1CCN(C)CC1 (configuration not stated)

Continuation.
RMI FANCM FP	SMILES
68	O=S(=O)(c1ccc2ccccc2c1)N1CCN(C/C=C/c2ccccc2)CC1
68	O=C(Nc1nnc(Cc2ccc(Cl)s2)o1)c1nc2ccccc2s1
60	COc1ccc(C(=O)/C(C#N)=C/NC2CCN(Cc3ccccc3)CC2)cc1
55	COC(=O)C1CCCC(C(=O)OC)C1=O (configuration not stated)
67	COc1cc(C(C)=O)ccc1OCC(=O)N1CCN(c2ccc3nncn3n2)CC1
62	CS(=O)(=O)N1CCC(C(=O)Nc2nc(-c3ccccc3)c(-c3ccccc3)s2)CC1
62	O=C(Cc1csc(Nc2cccc(Cl)c2)n1)Nc1cccnc1
67	CCOc1ccc(C(=O)CSc2nc3cc(C(=O)NCCOC)ccc3c(=O)n2CCOC)cc1
64	O=C(Cc1csc(Nc2cccc(C(F)(F)F)c2)n1)Nc1nccs1
55	COc1ccccc1C(=O)N=S1CCN(S(=O)(=O)c2ccc(Cl)cc2)CC1
67	COc1ccc(CC(=O)Nc2cc(C)nn2-c2nc3c(cnn3-c3cccc(C)c3)c(=O)[nH]2)cc1OC
66	COCCn1c(=NC(=O)Cc2ccc(C(C)C)cc2)sc2cccc(F)c21
130	CCS(=O)(=O)Nc1ccc(C2=NN(S(=O)(=O)c3ccccc3)C(c3cccs3)C2)cc1 (configuration not stated)
53	O=C(Nc1cccnc1)c1cc(Cl)sc1Cl
92	Cc1ccc(-c2ccc3nnc(SCC(=O)NC4CCCCC4)n3n2)cc1
65	COc1ccc(S(=O)(=O)N2CCN(c3ccc(-c4ccncc4)nn3)CC2)cc1C
58	Cc1nnc(SCC(=O)N2CCCCC2)n(N)c1=O
66	Cn1c(SCC(=O)Nc2ccc(Cl)c(Cl)c2)nnc1-c1ccc(=O)n(C)c1
60	O=C(Cc1cc(=O)[nH]c(SCc2ccccc2)n1)NCCC1=CCCCC1
61	CC(C)CC1NC(=O)C(CCCN)NC(=O)C(C(C)C)NC(=O)C2CCCN2C(=O)C(Cc2ccccc2)NC(=O)C(CC(C)C)NC(=O)C(CCCN)NC(=O)C(C(C)C)NC(=O)C2CCCN2C(=O)C(Cc2ccccc2)NC1=O (configuration not stated)

Entries from the list above that have a COOH group (two):
RMI FANCM FP	SMILES
51	CSCCC(NC(=O)c1ccc(/C=C2/SC(=S)N(C)C2=O)cc1)C(=O)O (configuration not stated)
75	O=C(O)C1CCCN1S(=O)(=O)c1cccc(C(F)(F)F)c1 (configuration not stated)

Other structures.
RMI FANCM FP	SMILES
63	COC(=O)c1scc(NS(=O)(=O)c2cccc(C(F)(F)F)c2)c1C(=O)OC
61	Cc1nc(C)c(CCNC(=O)c2ccc(Cl)cc2)s1
56	Cn1cnnc1S/C=C/C(=O)c1ccc(Cl)cc1
105	COc1cc(C(=O)NC(c2nc3ccccc3[nH]2)C(C)C)cc(OC)c1OC (configuration not stated)
68	COc1ccc(CCC(=O)NCc2ccsc2)cc1
69	Cc1cc(C(=O)Nc2sc3c(c2C#N)CCN(Cc2ccccc2)C3)on1
87	COc1ccc(NC(=O)Cc2csc(NC(=O)Nc3ccccc3)n2)cc1Cl
61	COc1cn2c(cc1=O)C(=O)N(CCNC(=O)COc1ccccc1C)CC2
61	Cc1ccc(CNC(=O)Cn2nc(C3CCN(S(C)(=O)=O)CC3)n(C)c2=O)cc1
83	Cc1cccn2cc(-c3cccc(NC(=O)c4ccc(N5C(=O)C6CCCCC6C5=O)cc4)c3)nc12 (configuration not stated)
48	c1ccc(-n2nnnc2-c2cnoc2-c2cccs2)cc1
60	CC(Sc1nnc(NC(=O)c2cc3ccccc3oc2=O)s1)c1ccccc1 (configuration not stated)
56	NC(C(=O)O)C12CC3CC(CC(Br)(C3)C1)C2 (configuration not stated)
58&58	Clc1ccccc1-c1csc(N/N=C2\CCCc3occc32)n1
65	CC(=O)N1CCc2ccc(NC(=O)c3ccc4c(c3)OCO4)cc2C1
63	CCOc1cc(C(=O)Nc2ccc3c4c(cccc24)C(=O)N3CC)cc(OCC)c1OCC
56	O=C(COc1coc(CN2CCN(c3ccccc3)CC2)cc1=O)c1ccccc1
59	N#CCC(=O)N/N=C\c1c[nH]c2ccccc12
66	CCOC(=O)Cc1csc(NC(=S)NC(=O)c2ccccc2C)n1
72	Cc1cc2c(cc1C)NC(CC(=O)Nc1ccc(I)cc1C)C(=O)N2 (configuration not stated)

The listing continues:
RMI FANCM FP	SMILES
57	O=C(Nc1ccccc1)c1cc([N+](=O)[O-])ccc1Cl
51	Cc1cc(=O)n2c(n1)SCC2CC(=O)Nc1ccc(C)c(Cl)c1 (configuration not stated)
62	CCN(CC)CCCN1C(=O)C(O)=C(C(=O)c2ccc(C)o2)C1c1ccccn1 (configuration not stated)
56	CC12COC3(C#N)CC1CCC32C (configuration not stated)
68	O=C(Cc1cccs1)Nc1nnc(SCc2ccc(Br)cc2)s1
65	O=C(NCCn1ncccc1=O)c1cccc(C(F)(F)F)c1
66	CCc1ccc(S(=O)(=O)NCCCn2nc(-c3ccc(F)cc3)ccc2=O)s1
57	Cc1c(C)n(CC(O)CN2C(=O)c3ccccc3S2(=O)=O)c2ccccc12 (configuration not stated)
53	Cc1ccc(Cn2c(N3CCN(Cc4cc(C)ccc4C)CC3)nc3c2c(=O)[nH]c(=O)n3C)cc1
64	COC(=O)c1ccsc1NC(=O)CC1SC(N)=NC1=O (configuration not stated)
68	Cc1oc2cc(OCc3cnn(-c4ccccc4)c3)ccc2c(=O)c1-c1cnn(-c2ccccc2)c1
56	COc1ccccc1CNC(=O)c1nnc2n(c1=O)CCN2c1ccc(F)cc1
57	CCOc1ccc(NC(=O)C(=O)NCC(c2ccc3c(c2)CCN3C)N2CCCC2)cc1 (configuration not stated)
64	O=C(NCCn1ncc2c(NCc3ccc(F)cc3)ncnc21)C1CCCC1
61	CCOC(=O)c1cnn(C(=O)COc2ccc(C)c3c2CCC3)c1N
84	COc1ccc2nc(-c3ccc(NC(=O)c4cccc(C(F)(F)F)c4)cc3)cn2n1
71	Cc1cc(C(=O)Nc2nnc(-c3cc(C)n(C)n3)o2)on1
43	COc1cc(NS(=O)(=O)c2ccc(NC(=O)c3cc4c(ccc5ccccc54)oc3=O)cc2)ncn1
62	O=C(Nc1nccs1)c1cn(-c2ccccc2)nc1-c1cc2ccccc2oc1=O
67	Cn1nccc1C(=O)Nc1ccc(S(N)(=O)=O)cc1

The results go on:
RMI FANCM FP	SMILES
69	CCOC(=O)c1c(-c2ccc(C)o2)csc1NC(=O)CSc1nnc2ccccn12
62	Cc1nnc(SCC(=O)N2CCOCC2)c2c1cnn2-c1ccccc1
62	COC(=O)c1ccc(C(=O)N(CCn2cccn2)c2nc3c(Cl)cccc3s2)cc1
67	CC(C)(C)C(=O)NCCn1ncc2c(=O)n(Cc3ccc(Cl)cc3)cnc21
59	COc1cc2c(cc1OC)C(/C=C1\SC(C(=O)c3ccccc3)=NN1c1ccc(Cl)cc1)=NCC2
62	C=CCn1c(SCC(=O)Nc2ccc(OC)cc2)nc2cc3ccccc3cc2c1=O
67	Cc1ccc(S(=O)(=O)CCC(=O)Nc2cc(C)nn2C)cc1
83	CCOc1ccccc1C(=O)Nc1cc(-c2cn3nc(OC)ccc3n2)ccc1F
55	CCOC(=O)c1nc(-c2ccc([N+](=O)[O-])cc2)no1
72	COc1cccc(CNC(=O)CSc2ncc(-c3cccc(Br)c3)o2)c1OC
62	CC(C)(C)C(=O)/C(C#N)=C/c1ccc(C(F)(F)F)cc1
69	CS(=O)(=O)NCCCn1nc(-c2ccco2)ccc1=O

Only part of the results is shown, so the mix of outcomes need not match the whole.
